Screening data deposited in PubChem by National Center for Advancing Translational Sciences (NCATS).
IL-2 act = IL-2 activation; activation, % (series mostly up to about 46 µM); AID 652025; 0.065% of 360,000 active; IL-2 activation reporter assay, cell-based qHTS; stimulated with anti-CD3/CD4/CD28 beads; in transgenic mouse T cells; in the data active = activation above about 50%; inconclusive = mostly about 30% to 49%; note: 0% is about no effect
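EGFP and DsRed fluorescence is measured by plate cytometry in unstimulated transgenic mouse T cells exposed to compound for 60 minutes, then stimulated 18 hours at 37 degrees C with anti-CD3/anti-CD4 beads plus anti-CD28.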
ATXN2 expr inh = inhibitors of ATXN2 expression; HEK-293 ATXN2-luciferase reporter, luminescence, 24 h; Potency, µM (highest dose often 57 µM), without a hit: at the highest dose activity change, negative = inhibition, actives largely listed as inhibitors; 0.72% of 360,000 active; AID 1745845; note: potency is the fitted concentration of half-maximal effect; % is set by controls: 0 for no effect and ±100 for the full control effect; nearly all actives have a fitted effect of over 55% in size
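qHTS (up to 57 uM final) was run with 24 h compound exposure of reporter cells at 37 °C. Each well was multiplexed: SteadyGlo luminescence measured ATXN2-luciferase expression after a fluorogenic Gly-Phe-AFC viability readout (25 uM final).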
TGFb inhibitor = inhibitors of TGF-b signaling; 1.2% of 410,000 active; AID 588855; Potency, µM (top dose mostly 46.1 µM), for inactives: top-dose activity, negative = inhibition, most hits filed as inhibitors; HepG2 CAGA-GFP TGF-b/SMAD3 reporter, GFP fluorescence, 18 h; TGF-beta stimulated, 500 pg/mL final; note: potency is the fitted concentration of half-maximal effect; % is set by controls: 0 for no effect and ±100 for the full control effect; nearly all actives have a fitted effect of over 65% in size
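Using HEPG2 CAGA-GFP reporter cells at 1000 cells/well, we pinned test compounds, stimulated with recombinant TGF-beta (500 pg/mL final) and measured total well GFP after 18 h.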
HepG2 tox = HepG2 cytotoxicity, counter-screen for TGF-b inhibitors | HepG2 CAGA-GFP viability, ATP luminescence, 18 h | Potency, µM (series often up to 46.1 µM), for the others: at the highest dose activity change, negative = cytotoxicity, hits mostly cytotoxic | 0.76% of 410,000 active | AID 588856; note: potency is the fitted concentration of half-maximal effect; some results filed as inactive show a strong effect at the top dose
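CellTiter-Glo luminescence gave cytotoxicity after 18 hours at 37 degrees C. The cells were HepG2 CAGA-GFP in 1% FBS DMEM, stimulated with 500 pg/mL TGF-beta after compound addition. %Activity was normalised to no-cell wells (complete cell-killing) and DMSO (no toxicity), and curves were fitted and classified.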
Nrf2 inh = Nrf2 pathway inhibition. AID 504444. 2.1% of 360,000 active. A549 ARE-Fluc reporter, luciferase luminescence, 18-24 h. Potency, µM (titrated, usually from 46 µM), without a hit: at the highest dose activity change, negative = inhibition, hits mostly inhibitors; note: potency is the fitted concentration of half-maximal effect; % is set by controls: 0 for no effect and ±100 for the full control effect; nearly all actives have a fitted effect of over 60% in size
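Nrf2 function is reported as luminescence of an ARE-controlled luciferase in A549 cells. Compounds were tested at several concentrations, and a CellTiter-Fluor read on the same wells flagged cytotoxicity.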
EPAC2 agonist = activates human EPAC2 exchange factor. EPAC2 activation, biochemical qHTS; response scale: 100% = 6.5 mM cAMP response. AID 720711. 0.079% of 360,000 active. Potency, µM (series often up to 154 µM), for the others: at the highest dose activation, usual class: activators. Q8WZA2; note: potency is the fitted concentration of half-maximal effect; nearly all actives have a fitted effect of over 50% in size
Target sequence (Q8WZA2 whole entry, looked up): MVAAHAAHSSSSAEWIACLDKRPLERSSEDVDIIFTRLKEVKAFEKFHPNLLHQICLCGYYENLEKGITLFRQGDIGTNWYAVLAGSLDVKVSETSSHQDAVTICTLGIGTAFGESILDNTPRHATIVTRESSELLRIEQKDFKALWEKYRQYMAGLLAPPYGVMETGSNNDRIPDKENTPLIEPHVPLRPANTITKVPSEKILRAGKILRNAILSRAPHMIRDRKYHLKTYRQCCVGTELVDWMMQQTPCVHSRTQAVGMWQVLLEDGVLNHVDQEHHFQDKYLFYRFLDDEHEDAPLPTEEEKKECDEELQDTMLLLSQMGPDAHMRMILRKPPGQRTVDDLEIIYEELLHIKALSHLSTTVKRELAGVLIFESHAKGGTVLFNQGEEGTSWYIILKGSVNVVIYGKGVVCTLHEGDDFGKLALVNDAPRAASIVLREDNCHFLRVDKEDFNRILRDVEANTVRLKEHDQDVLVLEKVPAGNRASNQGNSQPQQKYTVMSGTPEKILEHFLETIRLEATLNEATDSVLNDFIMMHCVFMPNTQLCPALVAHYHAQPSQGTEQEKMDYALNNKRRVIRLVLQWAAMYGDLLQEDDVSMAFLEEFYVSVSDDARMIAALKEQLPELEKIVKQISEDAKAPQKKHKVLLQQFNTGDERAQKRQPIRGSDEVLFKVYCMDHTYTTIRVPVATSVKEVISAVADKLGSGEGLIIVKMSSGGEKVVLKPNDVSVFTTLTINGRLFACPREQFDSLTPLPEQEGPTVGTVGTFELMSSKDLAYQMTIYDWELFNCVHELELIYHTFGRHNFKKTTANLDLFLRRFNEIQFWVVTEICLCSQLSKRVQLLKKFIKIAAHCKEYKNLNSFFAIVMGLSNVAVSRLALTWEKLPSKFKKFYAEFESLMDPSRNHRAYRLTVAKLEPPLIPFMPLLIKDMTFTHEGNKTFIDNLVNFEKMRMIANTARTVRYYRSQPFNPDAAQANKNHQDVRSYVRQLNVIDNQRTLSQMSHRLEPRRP
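Compounds were added across a concentration range to EPAC2 (100 nM), RAP1B-BODIPY-GDP (250 nM) and GDP (50 uM). After 5 min at room temperature, fluorescence was recorded at 5-min intervals for 30 min.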
A549 tox = kills or reduces viability of A549 cells in Nrf2 counter-screen; A549 ARE-Fluc cells, CellTiter-Fluor viability, 18-24 h; Potency, µM (titrated, usually from 46 µM), for the others: at the top dose activity change, negative = cytotoxicity, usual class: inhibitors; 0.16% of 390,000 active; note: potency is the fitted concentration of half-maximal effect; % is set by controls: 0 for no effect and ±100 for the full control effect
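A549 ARE_Fluc cells in 5% FBS OPTI-MEM were exposed to compounds in concentration-response for 18-24 h at 37 deg C. Viability was read by CellTiter-Fluor fluorescence (Ex 405/Em 525) after 30 min, before the luciferase read.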
S2 tox = reduces viability in counter-screen for ATXN expression inhibitors | S2 cells (HEK-293 line with an ATXN2-luciferase reporter) viability, CellTiter-Fluor protease fluorescence, 24 h | Potency, µM (series often up to 56.7 µM), actives largely listed as cytotoxic | 0.49% of 400,000 active | AID 651635; note: potency is the fitted concentration of half-maximal effect; nearly all actives have a fitted effect of over 40% in size
Nrf2 activator = Nrf2 pathway activation; Potency, µM (titrated, usually from 46.1 µM), for the others: at the top dose activation, hits mostly activators; 0.31% of 410,000 active; AREc32 ARE-luciferase reporter (MCF7-derived line), luminescence, 24 h; note: potency is the fitted concentration of half-maximal effect; % of control where 0% means no effect; nearly all actives have a fitted effect of over 65% in size
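AREc32 cells carrying an ARE-driven firefly luciferase reporter were seeded at 1000 cells/well in OPTI-MEM with 5% FBS, then exposed to compound for 24 hr at 37 deg C. Luminescence was read with Steady-Glo after 30 min at RT.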
The depositor's hits bear a star; i = inactive; ? = inconclusive; · = not tested or not shown; [ ] = remark or other dose. Unless noted, calls come from the whole dose curve; as a rule, active = well fitted curve in the direction sought with a large enough effect; inconclusive = small, poorly fitted or top-dose-only effect, or another doubt; inactive = no such curve, though single readings can be large; an effect the other way counts as inactive or inconclusive. An excerpt. The share of hits here may be higher or lower than overall.

Values run as follows: S2 tox	A549 tox	Nrf2 activator	IL-2 act	ATXN2 expr inh	EPAC2 agonist	TGFb inhibitor	Nrf2 inh	HepG2 tox
> Cc1ccc(N2CCN(C(=O)c3cn(CC4CCCCC4)nn3)C(C)C2)cc1 (stereo not given)
 : i	5%	-0.1%	-4.9	6%	11%	?	14%	-4%
> c1ccc2c3c([nH]c2c1)C1(CCNCC1)NCC3
 : i	1%	0.0%	-0.3	-27%	6%	-9%	-2%	-17%
> CC(c1ccccc1)(c1ccccc1)c1ccncc1
 : i	8%	-0.8%	1.6	·	7%	?	-6%	5%
> Oc1c(Cl)cc(Cl)cc1CN1CCN(Cc2ccccc2)CC1
 : i	0%	-0.1%	-2.6	-9%	12%	7%	·	1%
> O=C(COc1ccc(Cl)cc1)N1CCN(Cc2ccccc2)CC1
 : i	-7%	0.5%	0.1	-19%	10%	-8%	?	-25%
> CC(Cc1ccccc1)NCCC(c1ccccc1)c1ccccc1 (stereo not given)
 : 20µM*	-5%	-0.1%	-0.7	28µM*	0%	?	4%	-56%
> Cc1ccc(/C=C2\C(=O)NC(=S)N(c3ccc(F)cc3)C2=O)o1
 : i	2%	5.7%	-0.6	·	6%	3%	-10%	1%
> CCCc1ccc(OCC(=O)Nc2ccc(Cl)cc2C(=O)c2ccccc2)cc1
 : ·	-4%	-0.7%	·	·	·	-5%	3%	2%
> COc1ccc(Sc2cnn(-c3ccccc3)c(=O)c2Cl)cc1
 : i	-7%	?	0.3	-4%	15%	-8%	-7%	-25%
> O=Cc1c(C(=O)O)n(Cc2ccccc2Cl)c2ccccc12
 : i	3%	1.4%	0.0	-7%[11.3 µM]	3%	1%	8%	-7%
> COc1ccc(Nc2nc(NC(C)C)nc3ccsc23)cc1OC
 : ?	·	6.4%	-0.5	-23%	4%	17%	·	-24%
> Cc1ccc(C(C)C)c(OCCn2c(=O)oc3ccccc32)c1
 : i	7%	3.0%	-0.3	-51%	11%	?	?	-35%
> c1cnc(OCCN2CC2)cn1
 : i	-10%	3.5%	-1.8	-13%	13%	-16%	10%	-10%
> COc1ccc(-c2nc(CN3C(=O)CN=C(c4ccccc4Cl)c4cc(Cl)ccc43)c(C)o2)cc1OC
 : ?	-19%	0.6%	·	-14%	·	-26%	?	-21%
> COc1ccc2c3c1O[C@H]1C(=O)CC[C@H]4[C@@H](C2)N(C)CC[C@]314
 : i	3%	0.5%	-0.2	-17%	12%	3%	·	-1%
> Cc1ccc(-n2nc3c(=O)n(CC(=O)NCC(C)c4ccccc4)nc(C)c3c2C)cc1 (stereo not given)
 : ?	0%	0.9%	·	-27%	·	-26%	-11%	-13%
> CCOC(=O)c1c(C)n(Cc2ccco2)c2c1cc(O)c1ccccc12
 : ?	-1%	5.5%	-1.5	-23%	-7%	-11%	3%	-20%
> c1ccc2c(c1)cc1ccc3cccc4ccc2c1c34
 : i	2%	14%	0.0	34%[activator]	-2%	33%[activator]	?	-4%
> COC(=O)Cn1cc(C=C2C(=O)NC(=O)NC2=O)c2ccccc21
 : i	-1%	0.0%	-0.2	-3%	3%	?	-3%	-34%
> O=c1[nH]c(=O)n(CCC2=CCCCC2)c(O)c1C=NC1CCN(Cc2ccccc2)CC1
 : i	?	0.5%	-5.4	-24%	-12%	14%	·	7%
> Cc1cccn2c(=O)c(C=Nc3ccccc3)c(NCc3ccco3)nc12
 : i	-9%	?	-2.2	-7%	-1%	-3%	2%	-5%
> NC(=Nc1ccccc1)NN=Cc1c[nH]c2ccccc12
 : ?	-12%	8.2%	-0.4	-3%	8%	?	?	-45%
> COc1cc(CN=Cc2c(O)n(C(C)(C)C)c(=O)[nH]c2=O)cc(OC)c1
 : i	-1%	0.0%	-0.8	-24%	4%	-11%	-21%	1%
> CC1N(C)c2cc(NC(=O)c3ccco3)c(P(=O)(Nc3ccc([N+](=O)[O-])cc3)N3CCOCC3)cc2C1(C)C (stereo not given)
 : i	21µM*	3.8%	-3.9	-24%	0%	?	16µM*	-37%
> Cc1nn(Cc2ccccc2)c(Cl)c1C(=O)OC(C)C(=O)Nc1ccc(F)cc1Cl (stereo not given)
 : i	-7%	0.4%	-1.4	-16%	-8%	6%	-10%	17%
> COc1ccc(C2=NCC(=O)N(CC(=O)NCc3ccco3)c3sc4c(c32)CCCC4)cc1
 : i	?	5.9%	1.4	-32%	18%	-19%	21µM*	-16%
> Cc1nc2ccccn2c1P(=S)(c1ccccc1)c1ccccc1
 : i	6%	0.1%	0.2	-8%	23%	?	?	-11%
> N#Cc1cc(NC(=O)c2ccc(Cl)cc2)ccc1Sc1ccccc1
 : ?	·	0.2%	-0.8	?	-14%	?	·	-1%
> O=C1NC(=O)N(Cc2ccccc2)C(=O)C1Cc1ccccc1 (stereo not given)
 : i	2%	-0.9%	-4.3	-3%	3%	?	-11%	13%
> CCC(=NCCC(c1ccccc1)c1ccccc1)c1c(O)[nH]c(=O)[nH]c1=O
 : i	-6%	5.5%	-3.4	0%	-7%	-6%	-15%	-1%

Random excerpt: 7 records from the list.
Values run as follows: S2 tox	A549 tox	Nrf2 activator	IL-2 act	ATXN2 expr inh	EPAC2 agonist	TGFb inhibitor	Nrf2 inh	HepG2 tox
> COc1cc(CN=Cc2c(O)n(C(C)(C)C)c(=O)[nH]c2=O)cc(OC)c1
 : i	-1%	0.0%	-0.8	-24%	4%	-11%	-21%	1%
> O=C1NC(=O)N(Cc2ccccc2)C(=O)C1Cc1ccccc1 (stereo not given)
 : i	2%	-0.9%	-4.3	-3%	3%	?	-11%	13%
> Cc1nc2ccccn2c1P(=S)(c1ccccc1)c1ccccc1
 : i	6%	0.1%	0.2	-8%	23%	?	?	-11%
> Cc1nn(Cc2ccccc2)c(Cl)c1C(=O)OC(C)C(=O)Nc1ccc(F)cc1Cl (stereo not given)
 : i	-7%	0.4%	-1.4	-16%	-8%	6%	-10%	17%
> CC1N(C)c2cc(NC(=O)c3ccco3)c(P(=O)(Nc3ccc([N+](=O)[O-])cc3)N3CCOCC3)cc2C1(C)C (stereo not given)
 : i	21µM*	3.8%	-3.9	-24%	0%	?	16µM*	-37%
> CCC(=NCCC(c1ccccc1)c1ccccc1)c1c(O)[nH]c(=O)[nH]c1=O
 : i	-6%	5.5%	-3.4	0%	-7%	-6%	-15%	-1%
> COc1ccc(C2=NCC(=O)N(CC(=O)NCc3ccco3)c3sc4c(c32)CCCC4)cc1
 : i	?	5.9%	1.4	-32%	18%	-19%	21µM*	-16%

Next compounds follow:
Values run as follows: S2 tox	A549 tox	Nrf2 activator	IL-2 act	ATXN2 expr inh	EPAC2 agonist	TGFb inhibitor	Nrf2 inh	HepG2 tox
> CCCCn1c(O)c(C(C)=Nc2ccc3c(c2)CCC3)c(=O)[nH]c1=O
 : i	-6%	-0.4%	0.4	-17%	-2%	-1%	-6%	1%
> COc1cccc(OP(=O)(Nc2ccccc2)Oc2cccc(OC)c2)c1
 : ?	6%	-3.0%	0.3	21%	17%	?	-28%	-34%
> CCOc1cc(/C=N/NC(=O)c2cccs2)ccc1OC(=O)N1CCOCC1
 : i	-5%	8.8%	-1.8	-2%[11.3 µM]	2%	-5%	?	9%
> CCCNC(=O)N1[C@H]2CC[C@@H]1C(C(=O)OC)=C(c1cccc(OC)c1OC)C2
 : i	0%	-0.4%	-2.6	2%	5%	14%	-7%	16%
> COCCCNC(=O)c1c(NC(=O)c2ccccc2)n(Cc2ccccc2)c2nc3ccccc3nc12
 : i	·	0.6%	68*	-14%	25%	-6%	5%	-6%
> CC(=O)C1CCC2C3CCC4CC(O)CCC4(C)C3CCC12C (stereo not given)
 : ?	-6%	-0.2%	-0.7	-14%	1%	-25%	5%	-25%
> O=c1[nH]c(=O)n(Cc2ccc(F)cc2)c(O)c1C=NCCN1CCCCC1
 : i	-12%	-0.5%	0.1	-1%	1%	13%	-6%	6%
> CC(=NCCCN1CCOCC1)c1c(O)n(Cc2ccccc2)c(=O)[nH]c1=O
 : i	16%	0.1%	0.2	7%	-1%	-11%	-9%	-3%
> CCCC(C)n1[nH]c(=O)c2c1NC(=O)CSC2c1ccccc1 (stereo not given)
 : i	4%	0.1%	0.6	13%	7%	-14%	2%	1%
> COc1ccc(CCN)cc1OC
 : i	2%	-0.3%	0.8	8%	7%	-1%	8%	-22%
> CCOP(=O)(OCC)C(O)c1ccc(OC)cc1 (stereo not given)
 : i	1%	-0.5%	-1.2	40%[activator]	2%	1%	3%	-2%
> CN1CCN(c2ccc([N+](=O)[O-])c(NCc3ccco3)c2)CC1
 : i	-12%	6.6%	-0.5	-6%	-6%	2%	13%	-16%
> COc1ccc(C(=O)C(Cc2ccccc2)N(C)C)cc1 (stereo not given)
 : i	16%	0.3%	-1.7	1%	16%	5%	?	-14%
> OC(c1ccc(F)cc1)C(c1ccccc1)N1CCOCC1 (stereo not given)
 : i	-5%	-0.2%	4.1	-9%	-2%	9%	15%	9%
> CCOC(=O)C1CCN(/C=C2/C(=O)NC(=S)N(c3cccc(OC)c3)C2=O)CC1
 : i	14%	-0.8%	-1.9	·	10%	-6%	-6%	-54%
> O=C1NC(=O)N(c2ccccc2)C(=O)/C1=C/C=C/c1ccco1
 : 18µM*	?	?	-0.4	·	6%	?	?	-98%
> COc1ccc(CCNC2CCCCC2)cc1OC
 : i	-5%	0.0%	-4.7	·	8%	4%	0%	-14%
> COc1ccc(-n2cnc3cc(C(=O)N4CCC5(CC4)OCCO5)ccc32)cc1
 : i	?	-1.0%	-2.5	·	-3%	-17%	-24%	-7%
> O=c1[nH]c(=O)n(Cc2ccccc2)c(O)c1/C=N/Nc1c(F)c(F)c(F)c(F)c1F
 : i	0%	0.1%	-0.6	-1%	-5%	8%	8%	18%
> CCC12CN3CCN(CC(C3)C1O)C2 (stereo not given)
 : i	·	0.1%	-1.6	7%	0%	1%	22%	2%
